# Arrestin-AP2 inh = inhibitors of human beta-arrestin and AP2 interaction; FITC-arrestin peptide / GST-AP2 beads, flow cytometry; AP2 beta2 appendage carries R879A mutation; inhibition, % at 10 µM; actives 0.31% (n = 340,000);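 active = inhibition above a set limit, near 3 SD of compounds lacking own fluorescence, cut at about 54% in these data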;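 note: plate controls were DMSO wells for no effect and 5 µM unlabelled arrestin peptide for full effect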
#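 Measured by: flow cytometry, FL1 (488/535 nm); Material: AP2 appendage R879A on GSH beads; Evaluation: percent response; Timing: pre-incubation 12 min, peptide binding 1 h, room temperature; Also added: 50 nM FITC-arrestin peptide; Medium: PBS with 0.05% Tween 20 and 0.1% BSA.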
# MOR-DOR inv ag = inverse agonist of human OPRM1-OPRD1 heterodimerization; inhibition, % at 9.3 µM; P35372+P41143; actives 0.21% (n = 340,000); cell-based MOR-DOR heterodimer luminescence, inverse agonism; in the data active = inhibition above about 22%, passing the limit was not always enough;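 note: 0% = cells with DMSO and 100% = wells without cells with DMSO; values of inactives mirror those of a sister screen read the other way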
# Target sequence (P35372 whole entry, looked up): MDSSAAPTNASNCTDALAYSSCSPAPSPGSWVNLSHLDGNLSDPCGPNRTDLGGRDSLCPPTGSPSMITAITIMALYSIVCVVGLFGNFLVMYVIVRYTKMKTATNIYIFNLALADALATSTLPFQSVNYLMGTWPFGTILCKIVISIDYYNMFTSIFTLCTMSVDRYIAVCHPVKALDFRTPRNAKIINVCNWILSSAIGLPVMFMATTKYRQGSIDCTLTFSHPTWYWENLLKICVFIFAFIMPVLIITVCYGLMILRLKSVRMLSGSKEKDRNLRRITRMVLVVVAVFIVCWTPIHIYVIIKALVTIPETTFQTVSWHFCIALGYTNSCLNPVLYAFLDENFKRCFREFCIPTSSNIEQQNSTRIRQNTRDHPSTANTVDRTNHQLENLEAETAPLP
# Target sequence (P41143 whole entry, looked up): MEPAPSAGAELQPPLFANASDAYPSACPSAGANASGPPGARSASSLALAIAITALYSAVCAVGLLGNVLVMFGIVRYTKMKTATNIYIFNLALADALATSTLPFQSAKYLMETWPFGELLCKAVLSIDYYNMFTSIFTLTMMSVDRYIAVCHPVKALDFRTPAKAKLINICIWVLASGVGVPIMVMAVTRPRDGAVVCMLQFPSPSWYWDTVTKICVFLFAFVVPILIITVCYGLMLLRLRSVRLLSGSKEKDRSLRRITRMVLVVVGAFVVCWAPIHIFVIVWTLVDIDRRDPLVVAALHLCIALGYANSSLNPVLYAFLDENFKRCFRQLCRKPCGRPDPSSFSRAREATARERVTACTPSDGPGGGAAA
# PKA-R1A act = PKA-R1A complex activation | activation, % at 11.4 µM | AID 504707 | P00514+P68181 | PKA-R1A dissociation, Cy5-IP20 fluorescence polarization; scaled: DMSO 0%, 113 µM cGMP 100% | actives 0.083% (n = 340,000);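 active = percent activation above the mean of all tested compounds plus 3 SD, cut at about 19% in these data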;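 note: higher means more PKAc released from R1A so a rise in polarization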
# HTR5A ag = counter-screen for OPRM1-OPRD1 agonists: human HTR5A agonism; P47898; HTR5A agonist assay, luminescence, cell-based; activation, % at 9.3 µM; actives 0.61% (n = 340,000); AID 504692; in the data active = activation mostly above about 9.5%, no sharp cut-off; inactive = mostly below about 7.6%;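 note: 0% = cells with vehicle only and 100% = reference agonist; strong numbers were not always called active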
# MOR-DOR ag = OPRM1-OPRD1 heterodimerization agonism; P35372+P41143; actives 0.3% (n = 340,000); activation, % at 9.3 µM; AID 504326; cells, luminescence; in the data active = activation above about 18%;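 note: 0% = vehicle-treated cells and 100% = reference agonist; values of inactives mirror those of a sister screen read the other way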
# Pemphigus Ab inh = inhibitors of pemphigus antibody binding to human desmoglein-3 | P32926 | DSG3-coupled beads, scFv-anti-DSG3-GFP binding, flow cytometry; active compounds read low | binding (percent of control), % at 10 µM | actives 0.48% (n = 310,000) | AID 588358;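 active = binding more than 3 SD below its plate's average and above zero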;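 note: hits lower antibody fragment binding to DSG3; some compounds called inactive have numbers as strong as hits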
# PKA-R2B activ = PKA-R2B complex activation; PKA-R2B holoenzyme dissociation, Cy5-IP20 fluorescence polarization; R2B truncated from residue 108, S112A mutant; 0% DMSO only, 100% 113 µM cGMP; activation, % at 11.4 µM; actives 0.079% (n = 340,000);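 active = activation above a cutoff set at the mean over all compounds plus 3 SD, cut at about 18% in these data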;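 note: higher means more holoenzyme dissociation and a rise in polarization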
# DAGLB inh = diacylglycerol lipase beta (human) inhibition. Q8NCG7. HEK293T DAGLB membrane lysate, EnzChek fluorogenic substrate. inhibition, % at 5.17 µM. actives 0.059% (n = 340,000). AID 504411; in the data active = inhibition above about 34%;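 note: 0% = enzyme with vehicle and 100% = wells lacking enzyme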
# HTR5A inv ctr = counter-screen for OPRM1-OPRD1 inverse agonists: human HTR5A inverse agonism; HTR5A cell line, luminescence; inhibition, % at 9.3 µM; actives 0.083% (n = 340,000); AID 504634; in the data active = inhibition mostly above about 23%, no sharp cut-off; inactive = mostly below about 18%;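 note: 0% = cells with DMSO and 100% = no-cell wells with DMSO; some compounds called inactive have numbers as strong as hits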
# V-ATPase pH = alters yeast V-ATPase proton transport; S. cerevisiae, pHLuorin cytosolic pH fluorescence; response, % at 10 µM; actives 0.37% (n = 350,000); in the data active = response mostly above about 7.3%, no sharp cut-off; inactive = mostly below about 5.4%; note: actives read high; inactives centre near 0; some compounds called inactive have numbers as strong as hits; reference of the scale not given here
# The depositor's hits bear a star; x = not tested or not shown.
SMILES,Arrestin-AP2 inh,MOR-DOR inv ag,PKA-R1A act,HTR5A ag,MOR-DOR ag,Pemphigus Ab inh,PKA-R2B activ,DAGLB inh,HTR5A inv ctr,V-ATPase pH
C#CCOCCOCCOCCNc1nc(N2CCOCC2)nc(N2CCN(C(=O)[C@H](CCC(=O)O)n3cc([C@@H](N)CCCCN)nn3)CC2)n1,25,11,12,1,-1.9,98,-3,0,-12,5
CC1(C)C2CCC1(CS(=O)(=O)N1CCOCC1)C(=O)C2 (configuration not stated),1,0,2,2,0.0,101,-2,2,14,1
NC(=O)[C@H]1CC2(CC(c3cccc(NC(=O)c4ccccc4)c3)=NO2)CN1C(=O)[C@H]1CCC(=O)N1 (some centres not stated),6,4,-1,8,-0.8,108,-2,1,-20,0
N#Cc1ccc(NC(=O)Cn2cnc(S(=O)(=O)N3CCCCC3)c2)cc1,27,13,-4,3,-2.4,x,-7,3,0,-2
Cc1cc(NS(=O)(=O)c2ccc(NC(=O)/C=C/c3c(F)cccc3Cl)cc2)nc(C)n1,0,9,-9,0,-1.7,101,1,1,-34,7
Cc1cccc(NC(=O)NNC(=O)c2ccccn2)c1,0,14,-5,6,-3.6,100,-3,-1,-16,-3
CCOC(=O)C(CCCCCCP(=O)(c1ccccc1)c1ccccc1)NC(C)=O (configuration not stated),2,16,-8,8,-3.2,x,4,-1,-20,-4
CCN(CC)CC(=O)Nc1cc(N(C)C)nc2ccccc12,16,7,-9,0,-1.4,95,-4,-3,-26,-2
CCOC(=O)c1c(NC(=O)CSc2nc3ccccc3o2)sc(C)c1C,4,10,-10,0,-1.8,103,2,-27,4,0
COc1cc2c(cc1NC(=O)Nc1ccc(F)cc1)oc1ccccc12,-2,8,-11,2,-1.4,97,-21,0,-16,-1
COC(=O)c1ccc(OCC(=O)N2CCCc3ccccc32)cc1,27,-3,-6,7,0.5,105,-4,-5,-19,-4
CCCn1c2ccccc2c2cnn(CC(=O)NC3CCCC(C)C3C)c(=O)c21 (configuration not stated),-14,21,6,3,-4.0,105,3,-2,5,-2
O=C(NNC(=O)c1ccc2ccccc2c1O)c1cccs1,34,15,7,2,-2.7,98,6,5,-7,2
N#CCc1nn(-c2ccc(F)cc2)c(N)c1C#N,-13,8,-1,2,-1.6,105,-5,-1,27,-5
Cc1cc(C)c(NC(=O)C2CCCO2)c(C)c1NC(=O)C1CCCO1 (configuration not stated),2,-7,-4,3,0.9,105,-4,-3,-2,-3
O=C1OC(c2ccccc2)(N(Nc2ccccc2)c2ccccc2)c2ccccc21 (configuration not stated),x,x,4,x,x,94,-7,-11,x,-20
CC(C)CNC(=O)c1cc2nc3c(c(C(F)(F)F)n2n1)CCc1ccccc1-3,5,1,1,2,-0.3,100,1,0,-4,-51
Cc1ccc(CNC(=O)CCNC(=O)Cn2ccc3ccccc3c2=O)cc1,-4,6,-5,2,-1.2,104,-15,0,-11,0
Cc1ccc(CNC(=O)c2ccc(N3CCC4(CC3)CC(c3ccccc3)=NO4)c(NC(=O)c3cccc(C)c3)c2)cc1,2,-6,-5,3,1.0,x,9,0,7,1
COc1ccc(CCn2c(C)cc(C(=O)COC(=O)c3cnc(C)cn3)c2C)cc1,12,1,-12,0,-0.1,107,0,-1,0,1
COc1ccc(N2CCN(C(CNC(=O)C(=O)NCc3ccc4c(c3)OCO4)c3ccco3)CC2)cc1 (configuration not stated),8,-6,-4,2,1.1,102,-13,-1,-6,2
CC(C)OC(=O)c1cc(Cl)c(=O)n(Cc2ccc(Cl)cc2Cl)c1,-7,-33,-5,-3,7.5,97,-7,-8,13,0
CCOc1ccc(S(=O)(=O)/N=C(/Nc2ccc(C(C)=O)cc2)c2ccccc2)cc1,0,2,-1,1,-0.3,93,-6,0,-3,3
COc1ccc(N2CCN(C(=O)CCSCc3ccccc3F)CC2)cc1,5,-1,13,-3,0.2,128,-4,1,-26,-3
COc1cc(/C=N\NS(=O)(=O)c2ccccc2)cc(OC)c1OC,-7,14,-7,1,-2.9,114,-4,0,-3,2
CCn1c(/C=C2\C(=O)N(C(C)C)c3ccccc32)nc2ccccc2c1=O,3,5,0,0,-0.9,111,-15,6,0,9
O=c1c2cnn(-c3ccccc3)c2nc(-c2cccs2)n1-c1cccc(Cl)c1,2,9,-5,0,-1.4,96,6,-2,1,-1
c1ccc2c(c1)nc1n2CCN1CCN1CCCC1,-9,x,-11,x,x,96,3,1,x,-2
Cc1ccc2c(c1)[C@H]1[C@H](CO2)[C@H](c2ccccc2)[C@]2(C)C(=O)N(Cc3ccco3)CC(=O)N12,1,5,-17,6,-0.8,106,0,-1,18,-1
Cc1ccc(C(=O)N2CC(=O)Nc3ccc(C)cc3C2c2ccccc2)cc1 (configuration not stated),3,15,8,-3,-2.6,96,-4,-4,14,-5
COCCn1c(C)cc(C(=O)COC(=O)Cc2n[nH]c(=O)c3ccccc23)c1C,-7,-14,-8,5,2.3,91,-1,-3,-14,1
CC(NC(=O)CCNC(=O)c1ccco1)c1ccc(F)cc1 (configuration not stated),-2,12,13,-1,-1.8,99,9,1,-2,-5
COc1cccc(N(CC(=O)NC2CCCCC2)C(=O)CCC(=O)Nc2nc(C)cs2)c1,12,9,-7,-1,-1.2,x,-4,3,3,1
COc1cc2ccccc2cc1C(=O)N1CCCC(C(F)(F)F)C1 (configuration not stated),-8,5,-9,8,-1.3,115,-4,-4,-21,1
O=C(CN1C(=O)NC2(CCCCCC2)C1=O)NC1CCCCCCC1,-23,7,-8,0,-1.2,98,-17,0,35,2
CN1CCN(Cc2c(C#N)c3ccccc3n2C)CC1,0,15,-5,-4,-3.0,89,10,1,11,0
C#CCSc1nnc(-c2ccc(C)cc2)o1,38,-1,8,-2,0.2,100,-11,-4,5,-4
CC(C)=CCC/C(C)=C/CNC(=O)C[C@H]1C[C@H](C(=O)N2CCCCC2)[C@@]2(C)c3[nH]c4ccc(Cl)cc4c3CCN2C1=O,3,12,-1,-3,-2.4,98,-4,0,10,6
CC(C)NC(=O)c1ccc(-c2cc(C(F)(F)F)ccc2Cl)o1,-20,-5,9,-4,0.9,99,-7,-1,18,3
CCOC(=O)C1=C(O)/C(=C/c2ccc(OCC(=O)O)c(OCC)c2)SC1=Nc1ccc(C)cc1,5,19,9,-1,-3.2,92,-3,8,1,-1
CC(=O)Nc1ccc(S(=O)(=O)Nc2cccc(-c3nc4ccccc4o3)c2)cc1,31,6,3,5,-1.3,102,-8,0,-13,-1
O=c1oc(-c2cccs2)nc2ccc(Cl)cc12,10,-4,4,1,0.6,87,-4,4,-3,-1
CC(C)NC(=O)c1cc(=O)n(C)c(=O)n1C,2,10,-6,2,-1.9,98,0,1,19,0
CC(NC(=O)C12CC3CC(CC(O)(C3)C1)C2)c1ccccc1 (configuration not stated),0,13,-7,-1,-2.4,97,14,0,2,-1
NC(=O)COC(=O)[C@@H]1CC(O)CN1S(=O)(=O)c1ccc2c(c1)OCCO2 (some centres not stated),18,9,11,5,-1.7,88,-1,-1,-41,1
CCc1ccc(/C=C2\SC(=S)N(CCC(=O)Nc3cc(C)on3)C2=O)cc1,1,12,-17,-4,-1.6,113,-17,0,1,x
O=C(O)c1cccc(S(=O)(=O)Nc2ccc3c(c2)CCC3)c1,10,8,-9,10,-1.5,111,0,2,-28,-2
O=C(c1cccc(C(F)(F)F)c1)C1CCCN(Cc2cccc(OCCO)c2)C1 (configuration not stated),11,-10,4,13*,2.0,108,13,0,-33,-8
CCCCCC(=O)NNC(=O)c1c(O)c2ccccc2n(CC)c1=O,10,9,0,-1,-1.9,100,-6,3,-5,0
COc1ccc(S(=O)(=O)Nc2cc3c4c(c2)CCN4C(=O)CC3)cc1,-4,7,-2,4,-1.1,100,5,2,-11,2
COc1cc(NC(=O)C(=O)NCCN2CCNCC2)c(OC)cc1Cl,-18,1,-11,1,-0.2,104,-5,0,-3,-2
O=C(Nc1ccc(Cl)cc1N1CCOCC1)C1CC1,17,10,-5,1,-1.9,x,-3,-2,10,1
CCCCC(=O)Nc1ccccc1N1CCN(c2ccccc2)CC1,4,8,-8,0,-1.5,101,-8,-2,6,1
CCN(CC(=O)Nc1c(F)cccc1F)C(=O)c1ccc2c(c1)NC(=O)C(C)S2 (configuration not stated),-2,11,-4,-2,-1.7,93,8,2,4,6
CCN(CC)C(=O)c1sc(NC(=O)c2ccoc2C)c(C(=O)OC)c1C,-4,-15,-7,1,2.6,108,-2,-1,-37,-3
COc1ccc(NC(=O)CSc2nnc(NC(C)=O)s2)c([N+](=O)[O-])c1,22,-10,7,-1,2.1,98,6,1,2,-6
CCCN1CCN(CC(=O)Nc2nnc(C)s2)CC1,43,13,0,0,-2.8,119,0,-2,-2,-2
Cc1ccc(C(=O)N/C(=C\c2cn(C)c3ccccc23)C(=O)NCCCn2ccnc2)cc1,10,15,-2,1,-3.0,102,0,-1,3,-3
COc1ccc(CCNC(=O)C(=O)NCC2OCCN2S(=O)(=O)c2cc(F)ccc2F)cc1 (configuration not stated),6,9,-4,-3,-1.6,107,3,2,0,-2
Cn1c(=O)cc(OCC(=O)N2CCCc3ccccc32)c2ccccc21,10,10,0,0,-1.8,88,6,0,1,-1
# (continued)
SMILES,Arrestin-AP2 inh,MOR-DOR inv ag,PKA-R1A act,HTR5A ag,MOR-DOR ag,Pemphigus Ab inh,PKA-R2B activ,DAGLB inh,HTR5A inv ctr,V-ATPase pH
O=C(Nc1ccncc1)c1cccc(F)c1,16,6,-5,4,-1.0,98,-10,-2,12,0
Cc1nc2ccc(NC(=O)c3ccc(Cl)c(NC(=O)c4cccs4)c3)cc2s1,19,6,-5,6,-1.4,101,5,-7,-18,-2
COc1cccc(NC(=O)Cn2cnc3sc(C)c(S(=O)(=O)N4CCN(C)CC4)c3c2=O)c1,1,-1,-4,8,0.1,x,-2,2,-21,3
CCn1c(SCC(=O)Nc2ccccc2C)nc2nc3c(cc2c1=O)COC(C)(C)C3,-2,8,-7,5,-1.6,114,-7,-1,17,2
COc1ccc(OC)c(NC(=O)CSc2nncc3ccc(OC)c(OC)c23)c1,12,-2,2,-3,0.4,x,-6,2,17,-2
CCNCC(O)COCC(O)CNCC (configuration not stated),-10,7,-6,2,-1.3,97,-1,-2,-22,-1

# Only V-ATPase pH, for 4 of the compounds above:
canonical_smiles	V-ATPase pH
COc1ccc(N2CCN(C(=O)CCSCc3ccccc3F)CC2)cc1	-3
Cc1ccc(C(=O)N/C(=C\c2cn(C)c3ccccc23)C(=O)NCCCn2ccnc2)cc1	-3
CCOC(=O)c1c(NC(=O)CSc2nc3ccccc3o2)sc(C)c1C	0
O=C(CN1C(=O)NC2(CCCCCC2)C1=O)NC1CCCCCCC1	2
